Assay outcomes (PubChem)
HT1080 cytotoxicity = HT1080 cell viability loss – fluorescence readout (AID 620); HT1080 viability, fluorescence; higher % means a stronger effect; one-dose cytotoxicity, % at 10 µM; EC50 in µM for titrated hits; 87,000 tested, 0.42% active; in the data active means cytotoxicity above about 50%;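 further: cells exposed to compound overnight then 4 h with Alamar Blue; 0% = vehicle DMSO and 100% = killing control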
* marks the source's active call; other numbers are inactive results.

cpd | Compound | HT1080 cytotoxicity
1 | O=C(NCc1ccco1)C1CC2CCC1C2 (stereo unspecified) | -16%
2 | CC(=O)N1c2ccc3ccccc3c2C(C)CC12CCCCC2 (stereo unspecified) | -25%
3 | Oc1ccccc1CNc1cnc2ccccc2c1 | -16%
4 | COc1ccc(-c2nnn(CCC(=O)O)n2)cc1 | -1%
5 | Cc1ccc(S(=O)(=O)O/N=C2\CCCc3ccccc32)cc1 | 10%
6 | CCCCSc1nc(NCc2ccco2)c2c3c(sc2n1)COC(C)(C)C3 | 5%
7 | CCc1c(O)cc2n(c1=O)-c1ccc(Cl)cc1C2(C)C | -4%
8 | CCC(C)(C)NC(=O)C(c1ccc(OC)cc1)N(Cc1cccs1)C(=O)CCC(=O)Nc1cc(C)on1 (stereo unspecified) | -8%
9 | CCOC(=O)N1CC=C2C(C#N)=C(N)C(C#N)(C#N)[C@H](c3cccs3)C2C1 (stereo partly specified) | 6%
10 | O=C(NCCCN1CCCCC1)c1ccc2c(c1)NC(=O)C(N1CCOCC1)S2 (stereo unspecified) | 24%
11 | O=C(Cc1cccs1)Nc1nnc(Cc2ccc(F)cc2)s1 | -16%
12 | O=C(NCC1CCCO1)c1ccccc1 (stereo unspecified) | -6%
13 | Cc1nn(-c2c(Cl)cc(Cl)cc2Cl)c(=O)c2ccccc12 | -13%
14 | CCOC(=O)C1=NN(c2ccccc2)C2(S1)SC(C(C)=O)=C(C)N2c1ccccc1 (stereo unspecified) | -15%
15 | O=C(Cc1sc(-c2ccccc2)nc1-c1ccccc1)Nc1ccccc1 | 2%
16 | CCN(CC)S(=O)(=O)c1ccc2c(c1)C(=NO)c1cc(S(=O)(=O)N(CC)CC)ccc1-2 | 9%
17 | COCCCNC(=O)c1ccc(Cn2c(=O)c3ccccc3n(Cc3ccccc3C#N)c2=O)cc1 | 4%
18 | CC(C)CC(NC(=O)C1CCC(C)CC1)C(=O)NCc1cccnc1 (stereo unspecified) | 6%
19 | COc1ccc(-c2nnc(SCc3ccccc3F)o2)cc1 | -10%
20 | CCOC(=O)c1cnc(SC2CC(=O)N(c3ccc(C)cc3)C2=O)nc1N (stereo unspecified) | -12%
21 | Cc1cccc(C(=O)Oc2ccccc2C2C[C@]3(C)CC(=O)NC3N2C(=O)c2cccc(C)c2)c1 (stereo partly specified) | -7%
22 | COc1cccc(CC(NC(C)=O)C(=O)NC2CCN(S(=O)(=O)c3ccc4ccccc4c3)CC2)c1 (stereo unspecified) | 8%
23 | CN(C)c1nc(C#N)nc(N2CCOCC2)n1 | -8%
24 | Cc1cccc(N2C(=O)CS/C2=N\NC(=O)c2ccc(Cl)cc2)c1C | -6%
25 | COc1cc(C(=O)Nc2ccc(O)cc2)ccc1OC(C)=O | 14%
26 | CCOc1ccc(NC(=O)CSCC(=O)O)cc1 | -8%
27 | O=C(Nc1ccccc1)NC1CCCCC1 | 7%
28 | O=C(Cn1[nH]c(=O)c2ccccc2c1=O)NC1CCCCCC1 | -7%
29 | COC(=O)c1oc2ccc(Cl)cc2c1N | -4%
30 | COc1ccc(N2C(C(C)=O)=NN(c3ccccc3)C2c2cccs2)cc1 (stereo unspecified) | -18%
31 | CC(C)(C)C(=O)Nc1sc2c(c1C#N)CCCCC2 | 6%
32 | COc1ccccc1NS(=O)(=O)c1cccs1 | 9%
33 | COC(=O)CNC(=O)[C@@]1(C)C=C[C@@H](Cc2ccccc2)N1C(C)=O | -25%
34 | CCOC(=O)CN(C(=O)CNC(=O)c1cccs1)C(C(=O)NC1CCCCC1)c1cccs1 (stereo unspecified) | 8%
35 | CCOC(=O)NC(NCCc1ccccc1)(C(F)(F)F)C(F)(F)F | 9%
36 | N#Cc1ccc(C23CC4(C2)[C@H](CN(CC2CCCCC2)[C@@H]4c2ccccc2)C3c2ccccc2)cc1 (stereo partly specified) | -6%
37 | O=C(Nc1ccccc1F)C1CCN(C(=O)Cc2ccccc2)CC1 | 2%
38 | CCN(CC)C(=O)CSc1nnc(CNc2ccc(F)cc2)o1 | -7%
39 | Cc1cc(OC(C)C)nc(NCc2ccccc2)n1 | -13%
40 | CC(C)[C@H](NC(=O)OCc1ccccc1)C(=O)OCC(=O)NC1CCCCC1 | 0%
41 | CC(C)NS(=O)(=O)c1ccc(OCC(=O)N2CCCC2)cc1 | -3%
42 | Cc1ccccc1NC(=S)NCc1cccs1 | -9%
43 | CC1CCN(CC(O)COCCC23CC4CC(CC(C4)C2)C3)CC1 (stereo unspecified) | 19%
44 | Cn1ncc(Cl)c1C(=O)Nc1cc(C(F)(F)F)ccc1F | 1%
45 | Cc1cccc(CCNS(=O)(=O)c2ccc(S(=O)(=O)NC3CCCC3)cc2)c1 | 5%
46 | Cn1ncc(C#N)c1/N=C/N1CCCC1 | -2%
47 | CC(C)(C)c1cc(CN2CCC(O)CC2)cc(C(C)(C)C)c1O | 9%
48 | COC(=O)C1=C(C)N(CCCC(=O)O)C(=O)NC1c1ccc(OC)cc1 (stereo unspecified) | 0%
49 | COc1ccc(S(=O)(=O)N2CCOCC2)c(C)c1C | -9%
50 | CCc1nc2ccccc2n1CCC(=O)O | -9%
51 | Cc1ccc(OCc2n[nH]c(=S)n2C2CCCCC2)cc1 | -6%
52 | COc1ccccc1CC(=O)Nc1ccccc1O | 7%
53 | O=C(CSc1nnc(Cn2nnc3ccccc32)o1)Nc1cccc(Cl)c1 | -14%
54 | Cc1cc(NC(=O)c2ccco2)ccc1-n1cnnn1 | -8%
55 | CCOC(=O)c1ccccc1NC(=O)N[C@@H](C)C(=O)OC | 0%
56 | CCCCCCc1cc2cc(C(=O)NCc3ccccc3)c(=N)oc2cc1O | -6%
57 | FC(F)(F)c1cc(-c2ccccc2)nc(NCc2cccnc2)n1 | -21%
58 | O=C(NCCCn1ccnc1)Nc1cccc2ccccc12 | 6%
59 | Clc1ccc(CSCCc2ccncc2)cc1 | -3%
60 | COC(=O)c1[nH]c2cccc(OC)c2c1NC(=O)C(C)N1CCC(C)CC1 (stereo unspecified) | -1%

Going on with the list:
cpd | Compound | HT1080 cytotoxicity
61 | COC(=O)[C@@]1(Cc2ccc(F)cc2)[C@H]2c3cc(C(=O)N(C)C)n(Cc4ccsc4Br)c3C[C@H]2CN1C(=O)c1ccccc1 | -35%
62 | CN(C)c1nc(Oc2ccc(=O)[nH]n2)nc(N2CCOCC2)n1 | -20%
63 | CCC1(C)Cc2ccccc2-c2nc(NCCO)n(-c3ccc(C)cc3)c(=O)c21 (stereo unspecified) | 3%
64 | CC1C(=O)CCN(C(C)C)C1C (stereo unspecified) | -14%
65 | COc1ccc(CNc2ccccc2)cc1Br | 7%
66 | CCc1cc(C(=O)NNC(=S)Nc2cccc(C)c2)cs1 | -7%
67 | Cc1ccc(S(=O)(=O)N(C)CC(=O)O/N=C(\N)c2cccc([N+](=O)[O-])c2)cc1 | 1%
68 | Cc1ccc(CNC(=O)C2CCC(=O)N2CCc2ccccc2)cc1 (stereo unspecified) | -6%
69 | CCCCOC(=O)Nc1ccc(C(C)C)cc1 | -3%
70 | Cc1c(NC(=O)c2n[nH]c(=O)c3ccccc23)c(=O)n(-c2ccccc2)n1C | 1%
71 | CC(=O)c1c(N2CCC(C(N)=O)CC2)nc(=S)n(-c2ccccc2)c1C | -16%
72 | COc1cc(CNCCSc2nnnn2C)cc(OC)c1OC | -7%
73 | O=C(Nc1nc(-c2ccccn2)cs1)c1ncc(Cl)c(Cl)c1Cl | -6%
74 | N/C(Cc1cccs1)=N\OC(=O)COc1ccc(Br)cc1 | -6%
75 | CCOc1ccc(-n2c(N)c(-c3nc4ccccc4[nH]3)sc2=S)cc1 | 2%
76 | COC(=O)c1ccc(/C=C(\C#N)c2nc3ccccc3s2)cc1 | -3%
77 | COc1cccc(-c2ccc(=O)n(CC(=O)Nc3ccc(C(=O)N4CCCC4)cc3)n2)c1 | 5%
78 | COC(=O)C1=NN(c2ccccc2)C2(S1)SC(C(C)=O)=C(C)N2c1ccccc1 (stereo unspecified) | -28%
79 | CON(c1nc(Cl)nc(N(C)C)n1)S(=O)(=O)c1ccccc1Cl | 21%
80 | NC1=NC(=O)C2(COC(c3ccccc3Cl)OC2)S1 (stereo unspecified) | -2%

(cont.)
cpd	canonical_smiles	HT1080 cytotoxicity
81	O=C(c1ccco1)N1CCN(c2ncnc3scc(-c4ccc(F)cc4)c23)CC1	21%
82	c1ccc(-c2cn3c(n2)CCc2ccc4cccnc4c2-3)cc1	37%
83	O=c1c(-c2ccco2)[n+]([O-])c2ccccc2n1OCc1ccccc1F	-14%
84	Cc1cc(C)nc(NS(=O)(=O)c2ccc(NC(=S)NC(=O)CC(C)C)cc2)n1	8%
85	CC(C)CCN1CN(S(=O)(=O)c2cccs2)c2nc3ccccc3nc21	12%
86	CN(CCC(=O)Nc1ccc(Br)cc1)Cc1ccccc1	12%
87	Cc1cccc(C)c1OCc1n[nH]c(=S)o1	2%
88	C/C=C/c1ccc(OCCCNC2CCCC2)c(OC)c1	-4%
89	O=C(Cc1cccc2ccccc12)Nc1ccc2oc(-c3ccccc3)nc2c1	-8%
90	CCc1nc(N)c(C#N)c(-c2ccc(F)cc2)c1C	6%
91	O=C(CN(CC1CCCO1)S(=O)(=O)c1ccc(S(=O)(=O)NCC2CCCO2)cc1)Nc1ccccc1 (stereo unspecified)	-2%
92	CC(C)(C)n1nnnc1C(c1ccncc1)N1CCN(c2ccc(O)cc2)CC1 (stereo unspecified)	9%
93	CCOC(=O)C1=NNC(C(=O)c2ccc(C)cc2)C1c1ccc(OC)cc1 (stereo unspecified)	-29%
94	CN(C)/C=N/c1sc2c(c1C#N)CC(C)(C)NC2(C)C	-4%
95	COc1ccc(NC(=O)CN(C)S(=O)(=O)c2ccccc2)cc1	-6%
96	CC(C)Cn1c(-c2ccco2)csc1=Nc1cccnc1	-20%
97	O=C(Cc1ccc(F)cc1)NCCc1ccccc1	-6%
98	O=C(/C=C/c1c(Cl)cccc1Cl)n1cccn1	-10%
99	COC(=O)c1ccn(-c2nc(-c3ccco3)cc(C(F)(F)F)n2)n1	-5%
100	CC(C)(C)NC(=O)CSC(=Nc1ccccc1F)NC#N	6%
101	COc1ccccc1N1CCN(C(=O)Nc2cccc(Cl)c2)CC1	-13%
102	CN1C2=NCCN2C(=O)c2ccccc21	3%
103	O=C(CSc1ncn(-c2ccccc2)n1)Nc1nccs1	9%
104	CC1CC(CC(C)C(=O)Nc2nncs2)C(=O)O1 (stereo unspecified)	-3%
105	CCn1c(NN)nc2sc3c(c2c1=O)CCC3	-8%
106	C[C@@H](C(=O)Nc1ccc2ccccc2c1)[C@@H]1C[C@@]1(C)[C@@H](NS(=O)(=O)c1ccc2ccccc2c1)c1ccccc1	-14%
107	CC1CCCN(C(=O)C2CCCN(S(=O)(=O)c3cccc4nsnc34)C2)C1 (stereo unspecified)	3%
108	c1ccc2c(-c3nnc(SCc4cn5ccccc5n4)o3)c[nH]c2c1	11%
109	CC(C)OC(=O)CSc1nnc(CNc2cccc(Cl)c2)n1C	3%
110	COc1ccc(-c2ccnc(SCC(=O)Nc3ccccn3)n2)cc1	-2%
111	CC1(C)C(=O)Nc2ccccc2N1C(=O)COC(=O)C1CCCCC1	-1%
112	CCCc1cc(=O)[nH]c(SCc2ccc(Cl)cc2)n1	9%
113	c1ccc(CCc2nc(-c3ccccc3)no2)cc1	-3%
114	O=C(c1ccccc1)n1ccn(-c2ccccc2)c1=S	-12%
115	Cn1c(=O)c(C(=O)COC(=O)c2cc(C(F)(F)F)nc3c(C(F)(F)F)cccc23)c(N)n(CC2CC2)c1=O	10%
116	CC1C/C(=N\NC(=S)NC(C)C)CC(C)(C)C1 (stereo unspecified)	-6%
117	COC(=O)c1cc2occc2n1Cc1ccc(Cl)cc1	-18%
118	CC(Cc1ccccc1)C(=O)NCc1ccccn1 (stereo unspecified)	1%
119	COc1ccccc1-n1cnc2cc(NC(=O)c3ccco3)ccc21	13%
120	COc1cc2c(cc1OC)CN(C(=O)CSc1nc(C)cc(C)c1C#N)CC2	-10%
121	COC(=O)[C@@H](NC(=O)Nc1cc(Cl)ccc1C)C(C)C	-3%
122	CCOC(=O)c1c(-c2ccccc2)oc2ccc(O)c(CN3CCCC3)c12	2%
123	O=C(c1ccccc1)N1CCCc2ccccc21	-6%
124	O=C(Nc1ccc(Cl)cc1)OCCn1nnnc1C(c1ccccc1Cl)N1CCOCC1 (stereo unspecified)	-1%
125	C=CCn1c(=S)[nH]c2sc3c(c2c1=O)CCC3	6%
126	Cc1noc(C)c1COc1ccc(C(=O)OCC(=O)NC2CCCCC2C)cc1 (stereo unspecified)	-14%
127	Cc1cccc(CCNC(=O)CCc2c(C)nc3ncnn3c2C)c1	-5%
128	COc1cc(C(=O)Nc2ccc(S(=O)(=O)NC(C)(C)C)cc2)cc(OC)c1OC	1%
129	Cc1cc(N2CCCC2=O)cc(C)c1S(=O)(=O)NCCOc1ccc(C(C)(C)C)cc1	1%
130	CN(C)C(=O)COC(=O)/C=C/c1ccccc1[N+](=O)[O-]	-3%
131	CCOC(=O)C(NC(C)=O)(Nc1ccc(S(=O)(=O)Nc2ccncn2)cc1)C(F)(F)F (stereo unspecified)	27%
132	Nc1cc(C(=O)c2ccccc2)ccc1N1CCOCC1	24%
133	COc1cc(C(=O)Nc2ccc(S(=O)(=O)NC(C)C)cc2)cc(OC)c1OC	-6%
134	CCOC(=O)N1CCC2(CC1)C(C#N)=C(N)OC1=C2C(=O)CC(C)C1 (stereo unspecified)	-10%

Some of the compounds tested. The share of hits here may be higher or lower than overall.
